# miR-122 sensor – inhibitors of miR-122 in Huh7 cells; Huh7 miR-122 Renilla luciferase sensor, 48 h; neutral wells = 0, positive control = 100; activation (reporter increase), % at 12.5 µM; hit rate 0.3% among 340,000;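 active means mean replicate activation score at least 90 and every replicate individually at or above 90; inconclusive means only one of the two criteria met; inactive means neither criterion met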;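 further: higher luciferase means less miR-122 activity so hits act as miR-122 inhibitors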
# CFTR F508del cor – correctors of CFTR F508del function in bronchial epithelial cells | CFBE cells, YFP halide quenching; stimulated with forskolin plus potentiator P3; % fluorescence drop versus neutral controls | activity (quench increase), % at 7.58 µM | hit rate 0.36% among 350,000 | AID 720511;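 active means mean added fluorescence quench of at least 8% versus neutral control, with both replicates also reaching 8%; inconclusive means only one of the mean or replicate conditions met; inactive means mean below 8% and not both replicates reaching 8%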;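 further: cells transiently co-express mutant CFTR-F508del with the halide-sensitive YFP; corrector assay measuring rescue of mutant channel to the surface after 24 h compound exposure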
# EWS-Fli inh – blocks EWS/Fli oncoprotein-driven transcription; A673 NR0B1-luciferase reporter, viability-normalised; inhibition, % at 12.6 µM; hit rate 0.67% among 350,000;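 active means mean inhibition of at least 50% after viability correction, with every replicate also passing that limit; inconclusive means mean reaches 50% but only one of two replicates passes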;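 further: firefly luciferase signal divided by Alamar Blue viability fluorescence both relative to DMSO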
# DENV2 CPE – DENV2-induced cell death inhibition | DENV2-infected cells, cytopathic effect rescue, plate reader | AID 651640 | hit rate 1.7% among 350,000 | CPE inhibition, % at 9.99 µM; in the data active means CPE inhibition above about 20%, passing the limit was not always enough; inconclusive means no clear call, values can overlap the other calls; tested in BHK-21 cells;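 further: 0% = median of neutral control wells and 100% = median of positive control wells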
# PAX8 inh HTS – lowers PAX8-driven luciferase in RMG-I cells; RMG-I TPO-luciferase reporter, SteadyGlo, 24 h; inhibition, % at 12.6 µM; hit rate 1.2% among 360,000;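 active means mean replicate inhibition at least 60% with every replicate also reaching 60%; inconclusive means only one of the two criteria is met; inactive means mean below 60% and not all replicates reaching 60%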;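 further: luciferase light reporting Pax8 driven TPO promoter activity; plate controls were median of neutral control wells for no effect and mitoxantrone controls for full effect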
# FN deposition inh – fibronectin deposition inhibition. inhibition, % at 12.6 µM. AID 743247. hit rate 0.086% among 350,000. AH1F fibroblasts, Alexa488-fibronectin deposition fluorescence, overnight;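 active means mean inhibition across replicates of 30% or more, regardless of how many single replicates reach that level; inconclusive means mean under 30% yet at least half of replicates reach 30%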;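 further: positive control wells lacked labelled fibronectin entirely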
#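 Material: AH1F fibroblast monolayer depositing Alexa488-labelled fibronectin into matrix / Amount: 10000 AH1F cells per well / Signal: fluorescence 485/525 nm / Medium: DMEM, 2% serum / Compound: single dose, pinned / Incubation: 1 h cell adhesion before compound, then overnight fibronectin incubation / Reagent: Alexa488-FN, 24 nM final / Read-out: inhibition of fibronectin deposition signal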
# GSIS activator – GLuc luminescence reporter in INS-1E cells, primary screen for activators of glucose-dependent secretion of insulin; INS-1E GLuc reporter insulin secretion, 2-3 h; activation, % at 16.6 µM; hit rate 0.61% among 370,000; AID 743287;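 active means lowest replicate activation of at least 40%, so every replicate reaches that level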;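 further: 0% = median of neutral control wells and 100% = median of IBMX positive control wells; some compounds called inactive have numbers as strong as hits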
# * marks the source's active call; other numbers are inactive results; ? = inconclusive; . = not tested or not shown; [ ] = remark or other dose.
SMILES,miR-122 sensor,CFTR F508del cor,EWS-Fli inh,DENV2 CPE,PAX8 inh HTS,FN deposition inh,GSIS activator
C[C@H](CO)N1C[C@H](C)[C@H](CN(C)C)Oc2ccc(NC(=O)Cc3ccccc3)cc2CC1=O,2[16.7 µM],0.2,-5,10,-11,.,8
O=C(CNS(=O)(=O)c1ccc(C(=O)N2CCCCC2)cc1)N1CCCCC1,6,.,.,.,11,2,.
Cc1cccc(NC(=O)C2C3CCC4C(CCC32)C4(Cl)Cl)c1 (centres undefined),2,0.3,-29,-3,14,-1,.
COc1ccc(CCNC(=O)C2CCCN2S(=O)(=O)c2cccc3nsnc23)cc1OC (centres undefined),-13,0.8,-4,2,7,-8,21
C[C@H]1CN([C@@H](C)CO)C(=O)c2cc(/C=C/c3ccccc3)cnc2O[C@@H]1CN(C)C(=O)Nc1ccccc1F,0[16.7 µM],-0.3,-5,2,11,.,-23
CCCNC(=O)N1C[C@@H](O)COC[C@H]2O[C@H](CC(=O)N3CCOCC3)CC[C@@H]21,-8[16.7 µM],1.7,-1,-9,-17,-9,9
CCOC(=O)c1cnc(COc2ccc(OC)cc2)[nH]c1=O,.,53*,24,-3,0,3,.
COC(=O)C1=C(N)N(c2ccccc2F)C2=C(C(=O)CC(C)(C)C2)C1c1ccc(OC)c(OC)c1 (centres undefined),.,.,.,.,23,-3,8
O=C(c1cccnc1)N1CC2(C1)[C@H](c1ccccc1)[C@H](CO)N2Cc1ccc(Cl)cc1,.,0.9,6,-8,-13,-6,-2
CN(C)CCCN(C(=O)c1ccc([N+](=O)[O-])o1)c1nc2cc3c(cc2s1)OCO3,.,-3.9,.,-11,12,2,-19
C[C@@H]1CN([C@@H](C)CO)C(=O)c2cc(NS(=O)(=O)c3ccccc3)ccc2O[C@H]1CN(C)S(=O)(=O)c1cn(C)cn1,-1[16.7 µM],0.1,-10,-1,-11,.,13
COc1ccc(/C=N\NC(=O)COc2ccccc2)c(C(=O)O)c1OC,-7,1.2,17,3,20,8,7
O=C(CNC(=S)N(Cc1ccccc1F)C1CCCCC1)NCCN1CCOCC1,-1,-1.4,-14,2,4,2,-5
NS(=O)(=O)c1ccc(NC(=O)CSc2nnc(NC3CC3)s2)cc1,.,3.9,-6,3,-16,0,27
Cc1ccnc(NC(=O)c2cccc(S(=O)(=O)Nc3ccc(C)cc3C)c2)c1,12,1.1,-3,16,-2,3,-12
N#C[C@@H]1N[C@@H](CO)[C@H]1c1ccc(C#CC2CCCC2)cc1,.,-0.5,6,21*,2,-5,4
CC(C)n1cnnc1SCC(=O)NCC(=O)Nc1ccc(F)cc1,0,0.7,5,-8,-6,-3,1
O=C(N/N=C/c1[nH]c2ccccc2c1Cl)c1cccc(Br)c1,8,-1.6,2,-1,5,-3,16
CC1CC(C)(C)CC2(C1)NC(=O)N(CC(=O)Nc1ccc(N3CCCCC3)cc1)C2=O (centres undefined),.,-2.6,.,5,15,5,-32
Cc1ccc(C(=O)N2N=C(CC(C)C)CC2(O)C(F)(F)F)o1 (centres undefined),-3,2.1,1,-1,-2,5,32
COc1ccc(CN2C3CCCC2CC(NC(=O)Nc2ccccc2)C3)cc1 (centres undefined),-15,.,.,.,-1,-1,.
CC1(C(=O)Nc2cccc3c2CCCC3)CCN1C(=O)CCc1ccc(Cl)cc1Cl (centres undefined),-6,1.0,9,8,10,6,-25
Cc1ccc(NC(=O)c2cccc(OCc3c(C)noc3C)c2)c(C)c1,-5,.,.,.,0,19,.
COC(=O)C(CC(C)C)NC(=O)c1cc(OC)c(OC)c(OC)c1 (centres undefined),-9,.,.,.,-4,-5,.
O=C(NCc1ccc(F)cc1)[C@H]1[C@H](CO)[C@H]2Cn3c(cccc3=O)[C@@H]1N2C(=O)Cc1ccccn1,.,.,1,?,-7,.,1
COC(=O)CSc1nnc(CNc2ccc(F)cc2)o1,-4,.,.,.,-11,-11,.
COc1ccc(NC(=O)Nc2ccc3c(c2)C(=O)N([C@H](C)CO)C[C@H](C)[C@H](CN(C)CC2CCCCC2)O3)cc1,-3[16.7 µM],-1.1,3,3,-10,.,17
CSc1ccc(S(=O)(=O)N2CCC(C(=O)N3CCc4ccccc4C3)CC2)cc1,6,0.2,26,-4,13,0,-7
C[C@@H]1CCCCO[C@@H](CN(C)Cc2ccc(C(F)(F)F)cc2)[C@@H](C)CN([C@H](C)CO)C(=O)c2cc(NC(=O)Nc3ccc(C(F)(F)F)cc3)ccc2O1,6[16.7 µM],-1.6,-18,20,3,2,11
C[C@@H]1CN([C@@H](C)CO)C(=O)c2cc(Br)cnc2O[C@@H]1CN(C)Cc1cccc(F)c1,0[16.7 µM],1.1,2,-7,.,9,-2
COc1ccc(C2CC(=O)Nc3cc(OC)c(OC)cc32)cc1 (centres undefined),-7,-0.1,1,13,0,-5,.
COC(=O)C(Cc1ccc(O)cc1)NC(=O)C12CC3CC(CC(C3)C1)C2 (centres undefined),.,0.0,-6,4,-2,.,1
COc1ccc(NC(=O)Nc2cccc3c2O[C@@H](CN(C)S(=O)(=O)c2ccc(F)cc2)[C@@H](C)CN([C@@H](C)CO)C3=O)cc1,-4[16.7 µM],0.6,-19,1,-5,.,-7
CC(C)c1ccc(NC(=O)CN2CCN(C(=O)C3CCCO3)CC2)cc1 (centres undefined),.,-0.2,.,14,7,7,-3
C[C@@H]1CCCCO[C@H](CN(C)CC2CC2)[C@H](C)CN([C@@H](C)CO)C(=O)c2cc(NC(=O)NC3CCCCC3)ccc2O1,11[16.7 µM],-0.3,.,7,1,.,-4
CCCC(C(=O)NCC1CCCO1)N(C(=O)CNS(=O)(=O)c1ccccc1)c1ccc(F)cc1 (centres undefined),-4,0.0,-6,3,13,-3,-10

# 3 compounds picked at random from the list so far, as already listed:
SMILES,miR-122 sensor,CFTR F508del cor,EWS-Fli inh,DENV2 CPE,PAX8 inh HTS,FN deposition inh,GSIS activator
CCCC(C(=O)NCC1CCCO1)N(C(=O)CNS(=O)(=O)c1ccccc1)c1ccc(F)cc1 (centres undefined),-4,0.0,-6,3,13,-3,-10
COC(=O)C(Cc1ccc(O)cc1)NC(=O)C12CC3CC(CC(C3)C1)C2 (centres undefined),.,0.0,-6,4,-2,.,1
CC(C)c1ccc(NC(=O)CN2CCN(C(=O)C3CCCO3)CC2)cc1 (centres undefined),.,-0.2,.,14,7,7,-3

# Going on with the list:
SMILES,miR-122 sensor,CFTR F508del cor,EWS-Fli inh,DENV2 CPE,PAX8 inh HTS,FN deposition inh,GSIS activator
COc1ccc(Cl)cc1Nc1nc(-c2sc(NC(=O)c3ccco3)nc2C)cs1,0,2.6,5,-5,37,-6,9
CCOC(=O)c1sc(N(Cc2ccccc2)C(=O)COC(=O)c2ccc(O)cc2)nc1C,-3,.,.,.,13,-8,-13
COc1cc(-c2cc(=O)c3c(C)cc(O)cc3o2)cc(OC)c1OC,.,1.0,10,-5,-15,.,4
COc1ccc(CN2CCC(C(N)=O)CC2)cc1OCc1ccccc1,1,-0.6,8,-3,-6,6,.
COc1ccccc1-c1cnc2c(c1)C(=O)N([C@@H](C)CO)C[C@H](C)[C@H](CN(C)C(=O)c1ccncc1)O2,-6[16.7 µM],-1.6,-32,1,.,-141,-9
CC(C)NC(=O)N(C)C[C@H]1Oc2ccc(NS(=O)(=O)c3cccs3)cc2C(=O)N([C@@H](C)CO)C[C@@H]1C,-3[16.7 µM],-2.9,-3,.,.,.,6
COC(=O)c1c(-c2ccccc2)noc1-c1ccccc1,2,-3.2,-30,0,1,0,.
COc1ccc(-c2noc(N3CCC(C(=O)Nc4ccccc4F)CC3)n2)cc1,.,2.0,5,-3,-79,4,4
COc1nccnc1NS(=O)(=O)c1ccc(N/C=C2\CCCCC2=O)cc1,-5,0.5,4,-6,16,-11,7
Fc1cccc(Nc2c3c(nc4ccccc24)CCC3)c1,.,0.7,22,-7,10,6,-1
Fc1ccc(-c2nnn3c2nc(NCc2ccccc2)c2ccccc23)cc1,20,-2.0,3,0,23,4,-3
C[C@@H]1CN([C@@H](C)CO)C(=O)c2cccc(NS(=O)(=O)c3cccs3)c2O[C@@H]1CN(C)Cc1ccc(C(F)(F)F)cc1,64[16.7 µM],0.9,6,-4,1,.,-39
C[C@H](CO)N1C[C@H](C)[C@H](CN(C)C(=O)Nc2ccc(C(F)(F)F)cc2)Oc2ccc(NC(=O)Cc3ccccc3)cc2CC1=O,3[16.7 µM],-3.0,-9,-9,.,.,-18
CC1CC(C)(C)CC2(C1)NC(=O)N(CC(=O)N1CCN(S(=O)(=O)c3cccc(F)c3)CC1)C2=O (centres undefined),-5,4.0,0,18,-4,1,.
C/C=C/c1cnc2c(c1)C(=O)N([C@@H](C)CO)C[C@@H](C)[C@H](CN(C)Cc1cccc(C(=O)O)c1)O2,-9[16.7 µM],-4.7,-3,2,-20,.,22
CCCC(O)(CCN1CCCCC1)c1ccc(OCC)cc1 (centres undefined),-2,-0.5,-10,-14,-12,-14,.
O=C(NCCCO)c1cc2c(cn1)[nH]c1ccccc12,-4,-2.0,-66,4,-64,-2,4
CO[C@@H]1CN(C)C(=O)c2cc(NC(=O)c3cc(C)on3)ccc2OC[C@H](C)N(C(C)=O)C[C@H]1C,-3[16.7 µM],-0.4,16,17,.,-4,7
O=C1Nc2cc(C(=O)N3CCN(c4ccc(F)cc4)CC3)ccc2NC1CSCc1cccc(F)c1 (centres undefined),-6,-1.7,4,-1,13,5,-2
C[C@H](CO)N1C[C@H](C)[C@@H](CN(C)C(=O)C2CCCCC2)OCCCC[C@H](C)Oc2ccc(NS(=O)(=O)c3cccs3)cc2C1=O,-2[16.7 µM],-1.1,-3,7,.,.,-11
Fc1ccccc1/C=N/n1cc(-c2ccccc2)[nH]c1=S,4,2.9,20,1,-52,12,-10
COc1ccc(NC(=O)CN2CCC(NC(=O)C3CCCCC3)CC2)c([N+](=O)[O-])c1,29,0.0,-6,-7,4,16,6
COC(=O)[C@]1(C)N[C@H](CN(C)S(=O)(=O)c2ccc(F)cc2)[C@@H]2C(=O)N(Cc3ccccc3)C(=O)[C@@H]21,.,-5.6,-2,9,13,5,.
Cc1nc2cc(NC(=O)NCCCO)ccc2o1,-6,-1.6,0,-4,-15,-2,-1
O=C(C[C@H]1C=C[C@H](NC(=O)C2CCOCC2)[C@@H](CO)O1)NCC1CC1,9[16.7 µM],-0.6,2,3,-27,.,22
O=C1[C@@H]2CSCN2C(=O)CN1Cc1cccc(C(F)(F)F)c1,.,5.1,0,-2,14,-2,-7
CCCN(C)C[C@@H]1OCc2cn(nn2)CCCC(=O)N([C@@H](C)CO)C[C@@H]1C,1[16.7 µM],2.9,-7,-3,.,-10,8
O=C(c1ccsc1)N1CCCC(Nc2ccc(F)c(F)c2)C1 (centres undefined),-1,-0.1,.,-6,-2,-22,-1
O=C(NCc1ccccn1)c1cc(-c2ccncc2)nc2ccccc12,-6,-0.8,1,-1,11,.,11
Cc1noc(C)c1NC(=O)Nc1ccc2c(c1)C(=O)N([C@@H](C)CO)C[C@H](C)[C@H](CN(C)C(=O)C1CCCCC1)OCCCC[C@H](C)O2,-6[16.7 µM],-0.4,-2,8,10,.,15
CC(C)CNC(=S)NC1CC2CCCC(C1)N2C1CCCCC1 (centres undefined),.,2.8,-4,.,-19,0,11
CCc1cc(C(=O)NNC(=O)CCN2CCN(c3ccccc3)CC2)sc1C,-8,-1.7,10,5,10,.,-8
CC(C)CC#Cc1ccc2c(c1)O[C@@H](CN(C)Cc1ccccc1F)[C@@H](C)CN([C@@H](C)CO)S2(=O)=O,5[16.7 µM],3.9,2,-3,.,-9,-15
O=C(O)CNC(=S)N(Cc1ccco1)Cc1ccccc1Cl,-8,.,-4,7,-3,0,10
COc1ccccc1C(=O)Nc1cccc(C(=O)c2ccccc2)c1,-8,1.5,-40,10,-4,-8,-8

# Screening results: PubChem, Broad Institute
